CCT chaperon mod – cytosolic chaperonin activity modulation | purified chaperonin ATPase assay, HTRF ADP detection, 30 min | activity change, % (concentration not given with the values), hits read low | 360,000 compounds, 0.3% hits; in the data active = activity change below about -30%; note: % is set by controls: 0 for no effect and ±100 for the full control effect
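TRiC at 40 or 20 nM final (batch-dependent) in 30 mM Tris pH 7.4, 100 mM KCl, 5 mM MgCl2, 1 mM DTT, with compound at single 76 uM and 10 uM ATP, 30 min at 37 deg C. ADP detected by HTRF Transcreener, 665/615 ratio.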
pAkt inh – Akt phosphorylation inhibition | Neuro2A IGF-stimulated pAkt S473 HTRF, 20 min; hits give low values | activity change, % for hits at 50 µM | 360,000 compounds, 0.32% hits; in the data active = activity change below about -80%; inconclusive = mostly about -51% to -80%; note: % is set by controls: 0 for no effect and ±100 for the full control effect
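Single-point screen (50 µM final compound) in Neuro2A cells stimulated 20 min with 6 nM IGF at 37 deg C. After lysis, Ser473-phosphorylated Akt read by HTRF (ex 330 nm, em 615/665 nm) as the 665/615 ratio.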
EPAC2 antag – antagonists of human EPAC2. AID 720708. Q8WZA2. 360,000 compounds, 0.18% hits. EPAC2 GEF exchange of Rap1B-BODIPY-GDP, fluorescence. Potency, µM (highest dose often 114 µM), inactives show at the top dose activity, negative = inhibition, actives largely listed as inhibitors; note: potency is the fitted concentration of half-maximal effect; % is set by controls: 0 for no effect and ±100 for the full control effect; nearly all actives have a fitted effect of over 45% in size; many of its hits are not listed in these tables
Target sequence (Q8WZA2 whole entry, looked up): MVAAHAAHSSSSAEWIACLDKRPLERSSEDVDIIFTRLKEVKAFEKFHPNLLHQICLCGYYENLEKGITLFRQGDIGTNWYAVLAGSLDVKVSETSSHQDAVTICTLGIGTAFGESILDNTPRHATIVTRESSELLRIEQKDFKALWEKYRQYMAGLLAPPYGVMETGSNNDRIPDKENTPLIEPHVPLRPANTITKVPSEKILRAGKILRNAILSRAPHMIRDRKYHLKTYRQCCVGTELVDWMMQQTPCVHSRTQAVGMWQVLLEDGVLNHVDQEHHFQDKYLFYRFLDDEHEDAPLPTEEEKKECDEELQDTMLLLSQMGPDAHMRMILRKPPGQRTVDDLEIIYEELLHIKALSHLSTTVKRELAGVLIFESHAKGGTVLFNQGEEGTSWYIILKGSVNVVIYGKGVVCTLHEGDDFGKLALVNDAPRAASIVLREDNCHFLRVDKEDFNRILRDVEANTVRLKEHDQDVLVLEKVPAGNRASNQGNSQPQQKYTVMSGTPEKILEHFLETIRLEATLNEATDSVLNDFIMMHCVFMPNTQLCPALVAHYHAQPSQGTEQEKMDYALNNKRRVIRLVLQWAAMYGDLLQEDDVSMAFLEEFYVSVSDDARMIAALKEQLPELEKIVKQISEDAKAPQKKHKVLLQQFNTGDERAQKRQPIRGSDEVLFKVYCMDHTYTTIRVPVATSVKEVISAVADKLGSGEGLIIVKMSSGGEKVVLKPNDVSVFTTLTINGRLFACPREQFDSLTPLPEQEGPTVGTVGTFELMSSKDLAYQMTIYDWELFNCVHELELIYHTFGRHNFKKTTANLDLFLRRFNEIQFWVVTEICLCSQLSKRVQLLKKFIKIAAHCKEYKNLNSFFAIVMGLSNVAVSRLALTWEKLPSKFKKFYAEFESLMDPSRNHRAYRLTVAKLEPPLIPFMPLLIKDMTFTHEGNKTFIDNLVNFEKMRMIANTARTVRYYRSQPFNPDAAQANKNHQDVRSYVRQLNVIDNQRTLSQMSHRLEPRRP
MmCpn inh – M. maripaludis TRiC chaperonin inhibition | 330,000 compounds, 0.031% hits | purified Mm-Cpn ATPase, ADP Transcreener TR-FRET | Potency, µM (highest dose often 76.9 µM), for inactives: at the highest dose activity, negative = inhibition, hits mostly inhibitors; note: potency is the fitted concentration of half-maximal effect; % is set by controls: 0 for no effect and ±100 for the full control effect; nearly all actives have a fitted effect of over 80% in size
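Quantitative HTS used 25 nM Mm-CPN and 10 uM ATP in magnesium/KCl Tris buffer, pH 7.4, with 1 mM DTT. Hydrolysis ran 30 min at 37°C; ADP was read by HTRF.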
TGFb inhibitor – blocks TGF-b signaling; HepG2 CAGA-GFP TGF-b/SMAD3 reporter, GFP fluorescence, 18 h; TGF-beta stimulated, 500 pg/mL final; Potency, µM (doses to about 46.1 µM), for the others: top-dose activity, negative = inhibition, hits mostly inhibitors; AID 588855; 410,000 compounds, 1.2% hits; note: potency is the fitted concentration of half-maximal effect; % is set by controls: 0 for no effect and ±100 for the full control effect; nearly all actives have a fitted effect of over 65% in size
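Inhibition was scored as loss of TGF-beta-induced (500 pg/mL final, 18 hours, 37 degrees C) GFP in HEPG2 cells carrying a CAGA-GFP reporter, in DMEM with 1% FBS. Well GFP was summed per cell; Activity was normalised to unstimulated and stimulated DMSO wells, then concentration-response fitting.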
A549 viability – counter-screen for Nrf2 inhibitors: cytotoxicity in A549 cells; 390,000 compounds, 0.16% hits; A549 ARE-Fluc cells, CellTiter-Fluor viability, 18-24 h; Potency, µM (titrated, usually from 46 µM), inactives show top-dose activity change, negative = cytotoxicity, actives largely listed as inhibitors; note: potency is the fitted concentration of half-maximal effect; % is set by controls: 0 for no effect and ±100 for the full control effect
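Cytotoxicity counterscreen: CellTiter-Fluor fluorescence was measured in A549 ARE_Fluc cells after 18-24 h of compound exposure in a concentration series. The subsequent BugLite luminescent read reports ARE-luciferase activity.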
Nrf2 activator – activates Nrf2 signaling. AREc32 ARE-luciferase reporter (MCF7-derived line), luminescence, 24 h. Potency, µM (top dose mostly 46.1 µM), inactives show top-dose activation, actives largely listed as activators. 410,000 compounds, 0.31% hits; note: potency is the fitted concentration of half-maximal effect; % of control where 0% means no effect; nearly all actives have a fitted effect of over 65% in size
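AREc32_Fluc, 1000 cells/well, OPTI-MEM + 5% FBS, o/n 37 deg C 5% CO2; 23 nL cpd by pin tool, 24 hr; Steady-Glo 30 min RT, luminescence.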
Nrf2 block – inhibitors of Nrf2 signaling | A549 ARE-Fluc reporter, luciferase luminescence, 18-24 h | Potency, µM (series often up to 46 µM), without a hit: top-dose activity change, negative = inhibition, usual class: inhibitors | 360,000 compounds, 2.1% hits | AID 504444; note: potency is the fitted concentration of half-maximal effect; % is set by controls: 0 for no effect and ±100 for the full control effect; nearly all actives have a fitted effect of over 60% in size
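Cells were seeded and rested 2 h, then exposed to compounds for 18-24 h. CellTiter-Fluor was read first as a viability measure. BugLite was added 15 min before the final luminescent read of ARE-luciferase activity in A549 cells.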
EPAC2 agonist – agonists of human EPAC2 (RAPGEF4); Q8WZA2; EPAC2 activation, biochemical qHTS; response scale: 100% = 6.5 mM cAMP response; Potency, µM (titrated, usually from 154 µM), without a hit: at the top dose activation, actives largely listed as activators; 360,000 compounds, 0.079% hits; AID 720711; note: potency is the fitted concentration of half-maximal effect; nearly all actives have a fitted effect of over 50% in size
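Nucleotide exchange monitored as fluorescence drop when BODIPY-GDP leaves Rap1B. Reaction: 100 nM EPAC2, 250 nM RAP1B-BODIPY-GDP, 50 uM GDP, room temperature, kinetic read over 30 min. Activity expressed relative to 6.5 mM cAMP.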
* marks the source's active call; other numbers are inactive results; i = inactive; ? = inconclusive; / = no result given; [ ] = dose if it differs, or a comment. Unless noted, calls come from the whole dose curve; as a rule, active = well fitted curve in the direction sought with a large enough effect; inconclusive = small, poorly fitted or top-dose-only effect, or another doubt; inactive = no such curve, though single readings can be large; an effect the other way counts as inactive or inconclusive. Not all compounds are listed, so the mix of outcomes need not match the whole.

Under each structure – CCT chaperon mod	pAkt inh	EPAC2 antag	MmCpn inh	TGFb inhibitor	A549 viability	Nrf2 activator	Nrf2 block	EPAC2 agonist
[1] COc1ccc(CCC(=O)Nc2nnc(C(F)(F)F)s2)cc1
    0.6	i	-6%	1%	-8%	-6%	-0.7%	8%	5%
[2] COc1ccccc1-n1nnnc1SCC(=O)NC(=O)Cc1ccccc1
    -2.4	i	-7%	1%	-5%	2%	-0.9%	5%	10%
[3] Cc1cc(N2C(=O)[C@@H]3[C@H](C2=O)[C@@H]2C[C@H]3C(Br)C2Br)no1 (some centres not stated)
    -1.6	i	4%	-2%	6%	0%	-0.7%	-3%	0%
[4] CC12CC(c3ccccc3O1)N(C(=O)c1ccco1)C(=O)N2c1ccccc1 (configuration not stated)
    -5.3	i	?	2%	12%	1%	-0.7%	/	-10%
[5] Cc1sc2ncnc(NCC3CCCO3)c2c1C (configuration not stated)
    -0.5	i	0%	0%	-11%	-12%	-0.5%	21µM*	-15%
[6] COC(=O)CCS(=O)(=O)c1nc(-c2ccccc2)cc(C(F)(F)F)n1
    0.2	i	-1%	-1%	5µM*	?	?	?	4%
[7] CCC(=O)N1CCc2cc(S(=O)(=O)CCC(=O)Nc3cccc(F)c3)ccc21
    -2.0	i	11%	3%	-10%	?	-0.4%	15%	-12%
[8] O=S(=O)(c1ccc(F)cc1)N1CCN(c2nc(-c3cccnc3)nc3ccccc23)CC1
    0.7	i	9%	-21%	-22%	-20%	4.0%	-12%	6%
[9] CCOC(=O)c1cnn(-c2cc(C)c3ccccc3n2)c1N
    2.1	-133%*	8%	-1%	1%	12%	3.7%	?	2%
[10] c1ccn2cc(CSC3=NCCS3)nc2c1
    0.7	i	-1%	0%	-1%	-1%	-0.6%	8%	-12%
[11] CCN(CC)S(=O)(=O)c1ccc(/C=C/C(=O)Nc2c(C)n(C)n(-c3ccccc3)c2=O)cc1
    -6.8	i	-10%	-1%	?	1%	0.6%	-5%	23%
[12] Cc1c(C)n2c(SCC(=O)N3CCC(C)CC3)nnc2[nH]c1=O
    -2.3	i	-1%	1%	2%	2%	-0.5%	9%	3%
[13] COc1ccc2c(c1)C(=O)[C@@H](O)[C@H](c1ccc(OC)c(Br)c1)O2
    1.0	i	-14%	1%	?	-3%	-1.2%	?	10%
[14] COc1ccc(CNC(=O)CCCCCNc2nc(=S)[nH]c3ccccc23)cc1
    3.1	i	1%	1%	2%	0%	0.5%	?	10%
[15] Cn1cccc1C(=O)OCC(=O)NCCc1ccccc1
    3.2	i	2%	-3%	-12%	6%	6.4%	19%	4%
[16] O=C(CN(C(=O)c1csnn1)c1ccccc1C(F)(F)F)NC1CCCCC1
    0.6	i	1%	0%	8%	-3%	-0.8%	-7%	11%
[17] c1cncc(C(c2nnnn2C2CCCCC2)N2CCCCC2)c1 (configuration not stated)
    0.1	i	-5%	-1%	-2%	2%	1.4%	2%	0%
[18] CN(c1ccc(OC(=O)CC2OC(=O)c3ccccc32)cc1)S(=O)(=O)c1ccccc1 (configuration not stated)
    2.4	i	6%	0%	5%	-1%	3.7%	3%	12%
[19] CCc1ccc(NC(=O)COc2coc(CN3CCc4ccccc4C3)cc2=O)cc1
    -2.9	i	11%	-2%	1%	1%	0.1%	-24%	3%
[20] COc1ccc(C(CNC(=O)C2CC(=O)N(Cc3ccc(C)cc3)C2)N(C)C)cc1 (configuration not stated)
    1.3	i	19%	0%	-1%	-1%	0.2%	?	-6%

pAkt inh, what is marked active above.
item	Molecule	CCT chaperon mod	pAkt inh	EPAC2 antag	MmCpn inh	Nrf2 activator	EPAC2 agonist
9	CCOC(=O)c1cnn(-c2cc(C)c3ccccc3n2)c1N	2.1	-133%*	8%	-1%	3.7%	2%

Continuation.
Under each structure – CCT chaperon mod	pAkt inh	EPAC2 antag	MmCpn inh	TGFb inhibitor	A549 viability	Nrf2 activator	Nrf2 block	EPAC2 agonist
[21] NC(=O)c1cc([N+](=O)[O-])ccc1N1CCN(Cc2ccccc2)CC1
    -1.9	i	0%	1%	7%	-10%	-0.2%	-7%	3%
[22] COc1ccc(CNc2nc(-c3cccnc3)nn2C(C)=O)cc1
    -1.5	i	0%	-1%	-17%	-1%	0.1%	4%	10%
[23] CCCCC(=O)N1CCN(c2nc3ccc(Cl)cc3s2)CC1
    0.9	i	6%	-1%	-2%	-8%	-0.4%	?	8%
[24] CCCn1c(NCc2ccc(N(CC)CC)cc2)nc2ccccc21
    /	/	/	/	?	-2%	6.2%	2%	/
[25] CCN(Cc1ccccc1)C(c1ccccn1)c1nnnn1C(C)(C)CC (configuration not stated)
    0.0	i	?	2%	-2%	3%	0.2%	-16%	5%
[26] COc1cc(-c2nc(-c3cccc(C)c3)no2)cc(OC)c1OC
    -2.2	i	-1%	1%	-8%	12%	?	?	5%
[27] CCn1nc(C)c(/C=C/C(=O)Nc2ccc(C)cc2C)c1C
    -1.1	i	-12%	3%	?	-14%	3.4%	?	9%
[28] Cc1cc(C(=O)Nc2c(F)cc(F)cc2Br)cs1
    0.6	i	8%	-1%	-6%	-1%	3.6%	1%	-1%
[29] C/C(CC(=O)NC1CCCC1)=N\NC(=O)Cc1csc(N)n1
    0.3	i	-8%	0%	-8%	2%	0.3%	?	0%
[30] COc1ccc(S(=O)(=O)NC(CC(=O)NCCc2ccccc2)c2ccco2)cc1 (configuration not stated)
    1.6	i	6%	1%	-4%	-4%	0.2%	23%	3%

The final 2 records of the part before come first, to join the parts.
Under each structure – CCT chaperon mod	pAkt inh	EPAC2 antag	MmCpn inh	TGFb inhibitor	A549 viability	Nrf2 activator	Nrf2 block	EPAC2 agonist
[29] C/C(CC(=O)NC1CCCC1)=N\NC(=O)Cc1csc(N)n1
    0.3	i	-8%	0%	-8%	2%	0.3%	?	0%
[30] COc1ccc(S(=O)(=O)NC(CC(=O)NCCc2ccccc2)c2ccco2)cc1 (configuration not stated)
    1.6	i	6%	1%	-4%	-4%	0.2%	23%	3%
[31] Fc1cc2[nH]cnc2cc1Cl
    2.5	i	-3%	-1%	20%	1%	-0.2%	4%	5%
[32] CN(C)c1ccc(C=NCCc2ccc(S(N)(=O)=O)cc2)cc1
    -2.3	i	-7%	0%	-15%	0%	-0.5%	-29%	-2%
[33] O=C(Nc1ccccc1)OCN1C(=O)c2ccccc2C1=O
    -1.8	i	10%	1%	-4%	6%	2.7%	?	2%
[34] O=C(N/C(=C/c1ccc(Br)cc1)C(=O)N1CCOCC1)c1ccco1
    -7.0	i	14%	-3%	-4%	-10%	0.3%	-3%	5%
[35] O[C@@H]1CN(CC2CCCCC2)[C@@H](c2ccccc2)C[C@H]1n1cc(C2CC2)nn1
    -1.2	i	-29%	/	-1%	/	0.2%	/	13%
[36] O=C1C2C3C=CC(C3)C2C(=O)N1Nc1ccccc1 (configuration not stated)
    -1.3	i	5%	2%	6%	-2%	-1.0%	-10%	12%
[37] COc1ccc(NC(=O)c2ccccn2)cc1S(=O)(=O)N1CCOCC1
    0.8	i	?	-1%	-12%	3%	4.4%	-25%	3%
[38] O=C(CS(=O)CC(=O)Nc1cnc2ccccc2c1)Nc1ccc(Cl)cc1 (configuration not stated)
    -1.3	i	-2%	1%	0%	2%	-1.0%	-10%	6%
[39] COc1cccc(Cn2c3ccc(NC(=O)Cc4ccccc4C)cc3c(=O)n2C)c1
    1.2	i	-26%	/	8%	/	0.5%	/	-5%
[40] O=C(NN1CC(=O)N(c2cc(Cl)cc(Cl)c2)CC1=O)c1sccc1Cl
    -2.0	i	15%	-1%	-21%	0%	0.5%	-1%	8%
[41] COc1ccc(NC(=O)CN(C)C(=O)CNC(=O)c2ccc3c(c2)OCO3)cc1
    -2.2	i	-1%	0%	-26%	-3%	-0.1%	12%	-4%
[42] Cc1ccc(Oc2ccc(N)cc2)cc1
    -0.8	i	-8%	-3%	-1%	-25%	0.1%	-3%	8%
[43] CC1CCCCC1NC(=O)NC(=O)COC(=O)C1=NN(c2ccccc2)C(=O)CC1 (configuration not stated)
    1.2	i	0%	0%	0%	7%	-1.2%	-4%	6%
[44] COc1ccc(/C=N/NC(=O)CNC(=O)c2ccc(S(=O)(=O)N3CCOCC3)cc2)c(OC)c1
    -1.1	i	1%	3%	6%	1%	-0.7%	-1%	2%
[45] COC(=O)c1ccc(Cl)c(NC(=O)CN2CCC(C)CC2)c1
    -0.4	i	1%	-2%	1%	-2%	0.3%	9%	0%
[46] N#C/C(=C\c1ccc(N2CCCCC2)o1)C(=O)Nc1cccc(Br)c1
    -3.4	i	161%[activator]	0%	160%[activator]	3%	5.1%	?	?
[47] O=C(/C=C/c1ccc2c(c1)OCO2)NCCSCc1cccc(Cl)c1
    -1.3	i	-8%	-3%	?	-10%	-0.3%	-28%	13%
[48] CNC(=S)N1N=C(c2ccc(C)cc2)CC1c1ccc(Cl)cc1 (configuration not stated)
    0.8	i	-7%	-25%	-7%	17%	2.4%	-26%	5%
[49] Cc1ccc(C(=O)NNC(=O)CSc2nnc(C(C)C)n2C)cc1
    0.1	i	4%	0%	0%	0%	-0.3%	20%	9%
[50] COc1ccc(C2=NN(C(=O)CCC(=O)O)C(c3ccc(Br)cc3)C2)cc1 (configuration not stated)
    -2.4	i	-12%	-6%	-2%	-4%	0.4%	10%	4%

As entered above.
no. 42 @ Nrf2 block: -3%
no. 50 @ A549 viability: -4%

High-throughput results as filed in PubChem.
